# KAT2A inh – GCN5L2 (KAT2A) acetyltransferase inhibition; Q92830; GCN5L2 HAT assay, ThioGlo1 CoA-SH fluorescence; Potency, µM (doses to about 58.9 µM), without a hit: at the highest dose activity change, negative = inhibition, most hits filed as inhibitors; 390,000 tested, 0.21% active; AID 504327
# Target sequence (Q92830 whole entry, looked up): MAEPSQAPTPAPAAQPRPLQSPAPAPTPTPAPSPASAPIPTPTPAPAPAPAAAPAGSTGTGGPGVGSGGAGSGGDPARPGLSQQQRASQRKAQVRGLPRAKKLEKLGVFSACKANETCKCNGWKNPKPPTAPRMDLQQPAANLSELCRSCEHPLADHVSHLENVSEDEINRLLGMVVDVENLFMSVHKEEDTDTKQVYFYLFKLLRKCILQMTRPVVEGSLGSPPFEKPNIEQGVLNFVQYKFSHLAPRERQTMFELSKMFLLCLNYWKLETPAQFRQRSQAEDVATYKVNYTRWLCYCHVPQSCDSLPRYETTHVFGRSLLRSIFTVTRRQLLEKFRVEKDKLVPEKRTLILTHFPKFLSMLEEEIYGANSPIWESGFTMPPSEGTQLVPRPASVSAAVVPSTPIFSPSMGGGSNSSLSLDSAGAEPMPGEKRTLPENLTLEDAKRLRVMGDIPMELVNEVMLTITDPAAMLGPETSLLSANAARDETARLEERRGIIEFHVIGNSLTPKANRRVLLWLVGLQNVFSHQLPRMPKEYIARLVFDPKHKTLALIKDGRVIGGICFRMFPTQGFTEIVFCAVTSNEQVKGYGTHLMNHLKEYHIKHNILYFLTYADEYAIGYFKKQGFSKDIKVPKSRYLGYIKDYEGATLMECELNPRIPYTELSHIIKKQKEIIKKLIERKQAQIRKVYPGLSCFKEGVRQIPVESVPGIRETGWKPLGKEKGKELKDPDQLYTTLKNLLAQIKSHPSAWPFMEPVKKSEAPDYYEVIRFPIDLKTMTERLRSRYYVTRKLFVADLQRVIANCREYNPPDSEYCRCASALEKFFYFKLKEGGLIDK
#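 GCN5L2 (20nM final) in 50mM HEPES, 0.1mM EDTA pH 7.5, 0.01% Tween-20 was preincubated 15 min at room temperature with compound, then given ThioGlo1 (50uM), H3(1-25) peptide (75uM) and acetyl-CoA (70uM); CoA-thiol fluorescence (Ex340/Em540) was read at 0 and 20 min.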
# DT40 TDP1 CPT – DT40-hTDP1 cell growth loss with CPT; Potency, µM (highest dose often 46.2 µM), inactives show top-dose activity change, negative = growth inhibition, actives largely listed as inhibitors; chicken DT40 Tdp1-/-;hTDP1 cells + 20 nM CPT, ATP luminescence, 48 h; 420,000 tested, 12% active; note: nearly all actives have a fitted effect of over 55% in size
#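 Cell growth measured by CellTiter-Glo luminescence after a minimum 48 h, 37 C compound exposure with 20 nM CPT in Tdp1-knockout DT40 cells stably expressing hTDP1, seeded 400/well; qHTS titration format.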
# FEN1 inh – human FEN1 inhibition. Recombinant FEN1 flap cleavage, fluorescence, 15 min. Potency, µM (series often up to 114 µM), without a hit: at the highest dose activity change, negative = inhibition, usual class: inhibitors. 390,000 tested, 0.35% active. AID 588795; note: nearly all actives have a fitted effect of over 65% in size
#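 Potency values derive from four-parameter Hill fits of normalized qHTS data. The reaction used 10 nM FEN1 preincubated 15 min at room temperature with compound, then 50 nM DNA substrate, read at 0 and 15 min.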
# An asterisk follows results filed as active; ? = inconclusive; nt = no result given; & = joins results of further samples. Calls come from the whole dose curve; as a rule, active = well fitted curve in the direction sought with a large enough effect; inconclusive = small, poorly fitted or top-dose-only effect, or another doubt; inactive = no such curve, though single readings can be large; an effect the other way counts as inactive or inconclusive. % is set by controls: 0 for no effect and ±100 for the full control effect; potency is the fitted concentration of half-maximal effect. Some of the compounds tested; count on the stated rates, not on these rows.
SMILES,KAT2A inh,DT40 TDP1 CPT,FEN1 inh
Cc1cc(C)c2nc(-c3ccccn3)cc(C(=O)NCc3cc(C)n(C)n3)c2c1,-18%,-18%,3%
CC(=O)c1cccc(N=C2NC(=O)C(CO)(CO)S2)c1,-4%,-12%,7%
O=C(O)CSc1nnc(C2COc3ccccc3O2)n1-c1ccccc1 (stereo not given),-1%,-17%,7%
COc1ccc(OC)c(/C=C/C(=O)OCC(=O)NCc2cccs2)c1,1%,-10%,-10%
CCCc1cc(=O)[nH]c(SCC(=O)N(CCOC)c2c(N)n(Cc3ccccc3)c(=O)[nH]c2=O)n1,3%,-14%,0%
Cc1ccc(-n2c(=O)cc(N3CCN(c4ccccc4Cl)CC3)[nH]c2=O)cc1,-1%,-24%,-8%
O=C(COC(=O)Cc1c[nH]c2ccccc12)Nc1c(Cl)cccc1C(F)(F)F,-4%,9%,-3%
CN(CCOc1ccccc1)C(=O)C1CCC(=O)N(CCN2CCOCC2)C1 (stereo not given),0%,18%,1%
Cc1ncc([N+](=O)[O-])n1CCOC(=O)C12CC3CC(CC(C3)C1)C2,1%,-4%,2%
CCOC(=O)CS(=O)(=O)c1ccc(C(F)(F)F)cn1,3%,3%,2%
COc1ccc(C(=O)c2oc3ccccc3c2NC(C)=O)cc1,-8%,?,6%
CCOC(=O)C(C(=O)OCC)c1cc(Br)c2noc3c2c1C(=O)c1ccccc1-3,?,3.7µM*,?
COc1ccccc1C(=O)NC(=O)CSc1nncn1C,1%,13%,-10%
S=c1ncc2n[nH]nc2[nH]1,nt,6%,?
CCC(C)c1ccccc1NC(=O)c1cccnc1 (stereo not given),0%,-2%,10%
O=c1ccn([C@@H]2O[C@H](COP(=O)(O)OP(=O)(O)OP(=O)(O)O)[C@@H](O)[C@H]2O)c(=O)[nH]1,2%,-30%,nt
O=C(COc1ccccc1)NCCc1csc(-c2ccc(F)cc2)n1,2%,15µM*,-9%
Cc1nc(SCCOc2ccccc2F)[nH]c(=O)c1Cc1ccccc1,-5%&1%,-3%&-24%,5%&27%
CN(CC(=O)N1CCc2ccccc2C1)c1ccccc1,0%,-17%,2%
CC1=C(C(=O)Nc2ccc(Cl)cc2)C(c2ccc(C(F)(F)F)cc2)n2nnnc2N1 (stereo not given),-2%,nt,-13%
O=C(/C=C/c1ccco1)NCC1(c2ccccc2)CCCC1,-7%,12µM*,-2%
OCc1cn(-c2ccc(Cl)cc2)nn1,-2%,1%,-3%
CN(C(=O)CC1C(=O)NCCN1Cc1cccc(F)c1F)C1CC(C)(C)NC(C)(C)C1 (stereo not given),-2%,0%,-3%
Cn1c(-c2sccc2OCc2ccc(Cl)cc2Cl)n[nH]c1=S,-14%,?,1%
CC(=O)c1cccc(-n2nnnc2SCC(=O)Nc2ccccc2N2CCCCC2)c1,-30%,?,-13%
O=C(Nc1ccccc1Cl)c1ccc(C(=O)Nc2ccccc2Cl)cc1,nt,4%,?
COc1ccc(C2SC[C@@H](C(=O)O)N2C(C)=O)cc1 (stereo not given in full),-11%,14%,0%
Fc1cc(F)c2nc(N3CCCCC3)sc2c1,-3%,-15%,-14%
C[C@H](CO)N1C[C@H](C)[C@@H](CN(C)S(=O)(=O)c2ccccc2)Oc2ccc(NS(=O)(=O)c3ccc(F)cc3)cc2C1=O,-4%,-29%,-14%
Nn1c(SCc2ccccc2F)nnc1-c1cccnc1,-2%,-10%,0%
O=C1c2cccnc2C(O)N1Cc1ccccc1 (stereo not given),-5%,-3%,2%
O=C(NCCCO)c1ccc2[nH]c3c(c2c1)CCCC3,-5%,9%,8%
O=C(CNc1cc(S(=O)(=O)N2CCOCC2)ccc1NCC1CCCO1)Nc1cccc(F)c1 (stereo not given),?,-24%,-4%
O=C(CN(Cc1ccccc1)S(=O)(=O)c1ccc2c(c1)OCCO2)N/N=C/c1ccc(F)cc1,-19%,-27%,-18%
COc1ccc(OCCC(=O)OCC(=O)Nc2ccc(S(=O)(=O)N3CCOCC3)cc2)cc1,0%,0%,-6%
CSCCC1NC2(C(=O)Nc3c(Cl)cccc32)[C@@H]2C(=O)N(C3CCCC3)C(=O)[C@H]12 (stereo not given in full),-2%,-16%,-18%

# One compound at a time, as listed above.
# Record of O=C(NCCCO)c1ccc2[nH]c3c(c2c1)CCCC3 : KAT2A inh: -5%; DT40 TDP1 CPT: 9%; FEN1 inh: 8%
# Record of Fc1cc(F)c2nc(N3CCCCC3)sc2c1 : KAT2A inh: -3%; DT40 TDP1 CPT: -15%; FEN1 inh: -14%

# Continued:
SMILES,KAT2A inh,DT40 TDP1 CPT,FEN1 inh
Cc1ccccc1NNC(N)=S,-10%,21µM*,-4%
COCCNC(=O)C1(S(=O)(=O)c2ccccc2)CC=CC1,-2%,-5%,-13%
CCOC(=O)C(C(=O)NCc1cccc(OC)c1)c1ncc(C(F)(F)F)cc1Cl (stereo not given),1%,-20%,5%
COc1ccc(Nc2cc(C(=O)NCc3ccco3)c3ccccc3n2)c(OC)c1,-5%,?,-13%
O=C(Oc1c(CN2CCOCC2)cc(Cl)c2cccnc12)c1ccccc1,-9%,?,-16%
O=C(NC1CCCC1)c1ccc(CSCc2ccccc2F)o1,-4%,?,?
CN(CC(=O)Nc1ccc(F)cc1)C(=O)c1ccc2ccccc2n1,-9%,-7%,-10%
CC(=O)Nc1nc(-c2ccc3c(c2)OCO3)cs1,-23%,?,0%
CCCC(=O)N1CCN(c2ccc(NC(=O)c3ccc([N+](=O)[O-])o3)cc2Cl)CC1,-7%,0.92µM*,-24%
Cc1c(Cl)c([N+](=O)[O-])nn1CC(=O)NCc1cccs1,3%,-1%,-11%
CC1CCN(C(=O)C2Cc3ccccc3CN2S(=O)(=O)c2ccc(F)cc2)CC1 (stereo not given),-15%,-20%,-2%
COc1ccc(S(=O)(=O)N2CCC(C(=O)Nc3c(F)cccc3F)CC2)cc1,-4%,-17%,2%

# Nothing new here: an excerpt of the list.
SMILES,KAT2A inh,DT40 TDP1 CPT,FEN1 inh
O=C(Nc1ccccc1Cl)c1ccc(C(=O)Nc2ccccc2Cl)cc1,nt,4%,?
COc1ccc(C2SC[C@@H](C(=O)O)N2C(C)=O)cc1 (stereo not given in full),-11%,14%,0%
Fc1cc(F)c2nc(N3CCCCC3)sc2c1,-3%,-15%,-14%
C[C@H](CO)N1C[C@H](C)[C@@H](CN(C)S(=O)(=O)c2ccccc2)Oc2ccc(NS(=O)(=O)c3ccc(F)cc3)cc2C1=O,-4%,-29%,-14%
Nn1c(SCc2ccccc2F)nnc1-c1cccnc1,-2%,-10%,0%
O=C1c2cccnc2C(O)N1Cc1ccccc1 (stereo not given),-5%,-3%,2%
O=C(NCCCO)c1ccc2[nH]c3c(c2c1)CCCC3,-5%,9%,8%
O=C(CNc1cc(S(=O)(=O)N2CCOCC2)ccc1NCC1CCCO1)Nc1cccc(F)c1 (stereo not given),?,-24%,-4%
O=C(CN(Cc1ccccc1)S(=O)(=O)c1ccc2c(c1)OCCO2)N/N=C/c1ccc(F)cc1,-19%,-27%,-18%
COc1ccc(OCCC(=O)OCC(=O)Nc2ccc(S(=O)(=O)N3CCOCC3)cc2)cc1,0%,0%,-6%
CSCCC1NC2(C(=O)Nc3c(Cl)cccc32)[C@@H]2C(=O)N(C3CCCC3)C(=O)[C@H]12 (stereo not given in full),-2%,-16%,-18%
Cc1ccccc1NNC(N)=S,-10%,21µM*,-4%
COCCNC(=O)C1(S(=O)(=O)c2ccccc2)CC=CC1,-2%,-5%,-13%
CCOC(=O)C(C(=O)NCc1cccc(OC)c1)c1ncc(C(F)(F)F)cc1Cl (stereo not given),1%,-20%,5%
COc1ccc(Nc2cc(C(=O)NCc3ccco3)c3ccccc3n2)c(OC)c1,-5%,?,-13%
O=C(Oc1c(CN2CCOCC2)cc(Cl)c2cccnc12)c1ccccc1,-9%,?,-16%
O=C(NC1CCCC1)c1ccc(CSCc2ccccc2F)o1,-4%,?,?
CN(CC(=O)Nc1ccc(F)cc1)C(=O)c1ccc2ccccc2n1,-9%,-7%,-10%
CC(=O)Nc1nc(-c2ccc3c(c2)OCO3)cs1,-23%,?,0%
CCCC(=O)N1CCN(c2ccc(NC(=O)c3ccc([N+](=O)[O-])o3)cc2Cl)CC1,-7%,0.92µM*,-24%
Cc1c(Cl)c([N+](=O)[O-])nn1CC(=O)NCc1cccs1,3%,-1%,-11%
CC1CCN(C(=O)C2Cc3ccccc3CN2S(=O)(=O)c2ccc(F)cc2)CC1 (stereo not given),-15%,-20%,-2%
COc1ccc(S(=O)(=O)N2CCC(C(=O)Nc3c(F)cccc3F)CC2)cc1,-4%,-17%,2%

# Remaining list, next part:
SMILES,KAT2A inh,DT40 TDP1 CPT,FEN1 inh
CC(C)(C)OC(=O)N(Cc1ccccc1)Cc1ccccc1OCc1cccc(NC(=O)C2CCC2)c1,nt,?,3%
Cc1c(NC(=O)c2cnn3cccnc23)c(=O)n(-c2ccccc2)n1C,-17%,1%,8%
COc1ccc(OC)c2c1nc1n2CCS1,-9%,-12%,1%
Cc1ccc(CNCCCn2cnc(C(=O)Nc3ccc(C)c(C)c3)n2)o1,nt,-1%,3%
C=CCn1c(SCC(=O)Nc2ncc(Cc3cc(C(F)(F)F)ccc3Cl)s2)nnc1-c1ccncc1,-6%,4%,-14%
Cc1cc(/C=C2\C=Cc3ccccc32)ccc1N(C)C,nt,?,8%
Cc1ccc(CSc2ncc(Cl)c(C(=O)Nc3sc4c(c3C(N)=O)CCCC4)n2)cc1,-5%,22%,36%
COc1c(OC2OC(C(=O)O)C(O)C(O)C2O)cc(O)c2c(=O)cc(-c3ccccc3)oc12 (stereo not given),-7%,5%,?
C[C@H]1CCC(=O)N([C@H](CSc2ccc(Br)cc2)Cc2ccccc2)CC1,-7%,18µM*,6%&-8%
C=COCCNC(=S)Nc1cccc(Cl)c1,-3%,-26%,-5%
S=c1[nH]nc(COc2ccccc2)n1/N=C/c1ccc(Cl)c(Cl)c1,2%,-17%,-17%
CCc1ccc(NC(=O)CCc2c(C)nn(-c3ccc(N4CCOCC4)nn3)c2C)cc1,3%,-23%,-17%
Cc1cc(C)n2nc(C(=O)OCC(=O)c3c[nH]c4ccccc34)nc2n1,-4%,-4%,-21%
Cc1ccc(-n2c(-c3nn(C)cc3Cl)n[nH]c2=S)cc1,-5%,16%,6%
O=C(COC(=O)/C=C/C(=O)OCC(=O)Nc1ccccc1F)Nc1ccccc1F,-18%,?,22%
CCCS(=O)(=O)c1c(S(=O)(=O)CCC)c2cnccn2c1C(=O)c1ccc(OC)cc1,-2%,-10%,2%
Cc1cccc(N2CCN(C(=O)c3c(C)oc4ncnc(N5CCCCC5)c34)CC2)c1C,-6%,16µM*,9%
CCOC(=O)C1=C(C)N(C)C(=S)NC1c1cc(OC)ccc1OC (stereo not given),-3%,?,-2%
O=C(O)c1ccc(-n2[nH]c3c(c2=O)CCCC3)cc1,-2%,-2%,13%
CCOC(=O)c1c(N)n[nH]c1-c1ccccc1,-2%,-17%,-5%
Cc1cc(Br)ccc1NC(=O)C(Cc1ccccc1)NS(=O)(=O)c1ccc(Br)s1 (stereo not given),-8%,?,-13%
CCCOc1cccc(C2C(C(=O)c3ccco3)=C(O)C(=O)N2CCCn2ccnc2)c1 (stereo not given),2%,7%,-5%
CCCN(CC1CC1)S(=O)(=O)c1ccc(-n2cnnn2)c(OC)c1,-4%,-4%,5%
CN1C(=O)c2ccc(S(=O)(=O)c3ccc(C(=O)O)cc3)cc2C1=O,-4%,-21%,-6%
COc1cnc(-c2ccccc2)nc1Oc1ccc(C(C)(C)C)cc1,-10%,-9%,-17%
O=C(NCc1ccncc1)C1CCCCC1,2%,?,-10%
CC(C)CNC(=O)C1CCN(c2ccc(S(=O)(=O)N3CCOCC3)cc2[N+](=O)[O-])CC1,-16%,-27%,15%
CC1(C)Nc2ccccc2C(=O)N1NC(=O)c1ccccc1,-2%,-7%,11%
Cn1c(SCC(=O)N2CCN(c3cccc(Cl)c3)CC2)nnc1-c1ccncc1,15%,-10%,-9%
O=C(Cn1nc(C(=O)O)c2ccccc2c1=O)Nc1cccc(S(=O)(=O)N2CCOCC2)c1,-8%,-8%,-19%
O=C(O)/C(=C\c1ccc2ccccc2c1)c1cccc2ccccc12,nt,-8%,11%
